Bioassay records deposited in PubChem BioAssay by National Center for Advancing Translational Sciences (NCATS).
SMN2 splice enh – enhancers of SMN2 splice variant expression. actives 2.8% (n = 210,000). Potency, µM (series often up to 46.1 µM), for the others: at the top dose activity change, positive = activation, hits mostly activators. AID 1458. HEK293 SMN2-luciferase splicing reporter, luminescence, 30-36 h; note: % of control where 0% means no effect; nearly all actives have a fitted effect of over 55% in size
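HEK293 cells carry an SMN2 […]–luciferase reporter in which exon 7 inclusion puts luciferase in frame. Cells were plated 10-12 h before compound addition, then incubated 30-36 h at 37C. ONE-Glo luminescence was read; sodium butyrate at 4.5 mM final served as control.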
GoLoco inh red – inhibitors of human Gai1-RGS12 GoLoco interaction (red fluorophore). P63096. actives 0.44% (n = 230,000). Potency, µM (titrated, usually from 61.6 µM), for inactives: top-dose activity, negative = inhibition, usual class: inhibitors. Gai1:RGS12 GoLoco peptide FP, rhodamine, 10 min. AID 880; active = well fitted inhibition curve with a large enough effect, not every such curve was filed as active; inactive = no such curve, though single readings can be large or run the other way; note: % is set by controls: 0 for no effect and ±100 for the full control effect; nearly all actives have a fitted effect of over 30% in size; many of its hits are not listed in these tables
LMNA splice mod – LMNA splicing modulation; HeLa LMNA splicing GFP/RFP minigene ratio, 48 h; Potency, µM (series often up to 46.1 µM), for inactives: top-dose ratio change, negative = inhibition, most hits filed as inhibitors; actives 0.01% (n = 200,000); active = well fitted inhibition curve with a large enough effect in the signal ratio, with a control signal flat, not every such curve was filed as active; inconclusive = small, poorly fitted or top-dose-only effect, or effect the other way, or a change in a side signal; the % refers to the signal ratio; note: % is set by controls: 0 for no effect and ±100 for the full control effect
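Read-out is the ratio of GFP to DsRed2 object intensity, acquired by 488 nm laser-scanning cytometry on HeLa lamin A-EGFP minigene reporter cells. Compound incubation 48 hrs at 37 °C in Opti-MEM with 2% FBS; DMSO 0.5% final.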
RECQ1 inh – RECQ1 (human) helicase inhibition. P46063. RECQ1 DNA unwinding, red fluorescence kinetic read. Potency, µM (series often up to 57.3 µM), for inactives: at the top dose activity, negative = inhibition, hits mostly inhibitors. actives 0.54% (n = 240,000). AID 2549;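 note: plate controls were vehicle for no effect and no enzyme for full effect; nearly all actives have a fitted effect of over 30% in size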
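50 nM RECQ1T1 preincubated 15 min with compound in Tris pH 8.0 buffer with MgCl2, DTT, Tween-20 and 2.5 ug/ml poly(dI-dC); started with 200 nM TAMRA/BHQ-2 forked duplex and 2 mM ATP. Unwinding read as fluorescence (525/598 nm), two reads 2 h apart.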
JMJD2E inh – inhibitors of human JMJD2E histone demethylase. B2RXH2. JMJD2E catalytic domain, FDH-coupled NADH fluorescence (FDH is formaldehyde dehydrogenase). Potency, µM (doses to about 57.1 µM), inactives show at the top dose activity change, negative = inhibition, hits mostly inhibitors. actives 1.6% (n = 230,000). AID 2147; active = well fitted inhibition curve with a large enough effect, not every such curve was filed as active; inconclusive = small, poorly fitted or top-dose-only effect, or another doubt; inactive = no such curve, though single readings can be large or run the other way;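 note: 0% = wells with enzyme and -100% = buffer wells without enzyme; nearly all actives have a fitted effect of over 50% in size; many of its hits are not listed in these tables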
Target sequence (B2RXH2 1-337 limits assumed): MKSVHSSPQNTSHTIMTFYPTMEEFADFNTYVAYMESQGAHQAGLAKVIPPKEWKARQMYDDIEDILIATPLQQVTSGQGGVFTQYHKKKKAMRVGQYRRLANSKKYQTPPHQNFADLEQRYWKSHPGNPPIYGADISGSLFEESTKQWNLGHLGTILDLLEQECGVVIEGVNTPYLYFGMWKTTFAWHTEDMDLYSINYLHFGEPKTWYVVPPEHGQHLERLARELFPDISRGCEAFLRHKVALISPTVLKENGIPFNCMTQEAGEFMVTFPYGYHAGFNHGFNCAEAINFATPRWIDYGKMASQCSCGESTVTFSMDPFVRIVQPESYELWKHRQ
ALDH1A1 inh – inhibitors of human aldehyde dehydrogenase 1A1 | Purified ALDH1A1, NADH fluorescence, propionaldehyde substrate | AID 1030 | actives 7.3% (n = 220,000) | Potency, µM (doses to about 75.3 µM), for the others: at the top dose activity, negative = inhibition, usual class: inhibitors | P00352; active = well fitted inhibition curve with a large enough effect, not every such curve was filed as active; inconclusive = small, poorly fitted or top-dose-only effect, or another doubt; inactive = no such curve, though single readings can be large or run the other way;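 note: plate controls were no enzyme wells and a reference inhibitor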
Target sequence (P00352 whole entry, looked up): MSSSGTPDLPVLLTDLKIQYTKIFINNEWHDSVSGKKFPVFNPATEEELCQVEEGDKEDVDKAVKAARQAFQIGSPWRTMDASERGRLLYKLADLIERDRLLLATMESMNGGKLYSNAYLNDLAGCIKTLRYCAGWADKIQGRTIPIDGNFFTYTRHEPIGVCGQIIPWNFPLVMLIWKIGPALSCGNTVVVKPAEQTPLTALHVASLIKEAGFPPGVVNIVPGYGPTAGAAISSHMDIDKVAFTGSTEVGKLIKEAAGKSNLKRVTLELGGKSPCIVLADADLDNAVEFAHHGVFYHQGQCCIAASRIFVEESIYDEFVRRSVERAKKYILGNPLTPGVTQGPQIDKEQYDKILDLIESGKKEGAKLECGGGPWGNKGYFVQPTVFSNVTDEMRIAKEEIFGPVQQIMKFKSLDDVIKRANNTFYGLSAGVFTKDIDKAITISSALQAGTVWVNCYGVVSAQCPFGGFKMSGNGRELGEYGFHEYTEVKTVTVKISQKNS
TRb-SRC2 inh – inhibitors of human thyroid hormone receptor beta-SRC2 interaction; P10828; TRbeta-SRC2 peptide binding, fluorescence polarization; receptor liganded with 1 µM T3; Potency, µM (top dose mostly 106 µM), for inactives: at the highest dose activity change, negative = inhibition, most hits filed as inhibitors; actives 0.065% (n = 280,000); AID 1469;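 note: plate controls were bound peptide for no effect and peptide without receptor for full effect; nearly all actives have a fitted effect of over 50% in size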
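Quantitative HTS by FP: 0.6 uM TRb LBD, 20 nM labeled SRC2 20-mer, 1 uM T3, 5% DMSO; 5 hr ambient incubation; % activity per concentration and potencies from concentration series.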
TexasRed fluor – Texas Red fluorescence interference in TRb-SRC2 counter-screen. TRb/SRC2 Texas Red total fluorescence interference. Potency, µM (highest dose often 106 µM), for inactives: top-dose fluorescence change, negative = quenching. actives 0.29% (n = 280,000); active = well fitted curve in either direction with a large enough effect; inconclusive = small, poorly fitted or top-dose-only effect; note: % is set by controls: 0 for no effect and ±100 for the full control effect
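Flags fluorescent or light-absorbing compounds by total fluorescence, S + 2P, at 555 nm excitation and 632 nm emission. Mixture: 20 nM Texas Red SRC2 peptide, 0.6 uM human TRb LBD, 1 uM T3, 5% DMSO; compound exposure 5 h at ambient temperature.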
The depositor's hits bear a star; [ ] = remark or other dose. Unless noted, calls come from the whole dose curve; as a rule, active = well fitted curve in the direction sought with a large enough effect; inconclusive = small, poorly fitted or top-dose-only effect, or another doubt; inactive = no such curve, though single readings can be large; an effect the other way counts as inactive or inconclusive. Potency is the fitted concentration of half-maximal effect. Not all compounds are listed; rates above refer to the full screens.

What do the screens show for `Nc1c(C(=O)c2ccccc2O)cnn1-c1ccc(S(=O)(=O)N2CCOCC2)cc1[N+](=O)[O-]`?
SMN2 splice enh: 3%; GoLoco inh red: 49%[activator]; RECQ1 inh: inactive; JMJD2E inh: -3%; ALDH1A1 inh: 5%; TRb-SRC2 inh: 3%; TexasRed fluor: 1%

Results for CN1CCC(NC(=S)Nc2cccc([N+](=O)[O-])c2)CC1 ?
SMN2 splice enh: -3%; GoLoco inh red: -3%; RECQ1 inh: -2%; JMJD2E inh: -3%; ALDH1A1 inh: -3%; TRb-SRC2 inh: 2%; TexasRed fluor: 0%

Results for COc1ccc(NC(=O)C2CCCN(S(=O)(=O)c3c(C)n[nH]c3C)C2)cc1 (configuration not stated) ?
LMNA splice mod: inconclusive; RECQ1 inh: -3%; JMJD2E inh: -5%; ALDH1A1 inh: 0%; TRb-SRC2 inh: 2%; TexasRed fluor: 5%

Results for CCOC(=O)c1c(NC(=O)C(C)N2CCN(S(=O)(=O)c3cccs3)CC2)sc2c1CCC(C)C2 (configuration not stated) ?
SMN2 splice enh: -17%; GoLoco inh red: 4%; LMNA splice mod: -2%; RECQ1 inh: -7%; JMJD2E inh: 2%; ALDH1A1 inh: 6%; TRb-SRC2 inh: 3%; TexasRed fluor: 2%

What do the screens show for `CC(Sc1nc(N)cc(=O)[nH]1)C(=O)NC1CCCCC1` (configuration not stated)?
SMN2 splice enh: 8%; GoLoco inh red: -2%; LMNA splice mod: -8%; RECQ1 inh: inactive; JMJD2E inh: -5%; ALDH1A1 inh: -3%; TRb-SRC2 inh: -4%; TexasRed fluor: 3%

What do the screens show for `C=C1N(c2ccc(Cl)cc2)C(=O)OC1(C)C`?
SMN2 splice enh: -19%; GoLoco inh red: -4%; LMNA splice mod: -3%; RECQ1 inh: 18%; JMJD2E inh: 4%; ALDH1A1 inh: inconclusive; TRb-SRC2 inh: -16%; TexasRed fluor: 0%

How did C#CC[N+](C)(C)CCCCCCCCCCCC do in these assays?
SMN2 splice enh: -78%[inhibitor]; GoLoco inh red: 12%; LMNA splice mod: inconclusive; RECQ1 inh: 0%; JMJD2E inh: 3%; ALDH1A1 inh: 2%; TRb-SRC2 inh: -3%; TexasRed fluor: -9%

Results for Cc1nnc(SCC(=O)N2CCOCC2)n1C ?
SMN2 splice enh: 1%; GoLoco inh red: -3%; LMNA splice mod: 2%; RECQ1 inh: 2%; JMJD2E inh: 1%; ALDH1A1 inh: 22%; TRb-SRC2 inh: -6%; TexasRed fluor: -3%

Results for COc1ccc(Cc2nc(C(=O)Nc3ccc(OC)cc3)cs2)cc1 ?
SMN2 splice enh: -29%; GoLoco inh red: -1%; LMNA splice mod: inconclusive; RECQ1 inh: -22%; JMJD2E inh: 0%; ALDH1A1 inh: -2%; TRb-SRC2 inh: 3%; TexasRed fluor: 0%

What do the screens show for `N/C(=N\OC(=O)CCN1C(=O)c2ccccc2C1=O)c1ccccn1`?
SMN2 splice enh: 7%; GoLoco inh red: 0%; RECQ1 inh: 14%; JMJD2E inh: -2%; ALDH1A1 inh: 1%; TRb-SRC2 inh: -3%; TexasRed fluor: -4%

Results for CCC(CC)NC(=O)c1cccc(Oc2ccccc2)c1 ?
GoLoco inh red: 1%; RECQ1 inh: -9%; JMJD2E inh: -3%; ALDH1A1 inh: 3%; TRb-SRC2 inh: -2%; TexasRed fluor: -6%

Results for CC(=O)Nc1ccc(NC(=O)C2CC(=O)N(Cc3ccccc3)C2)cc1 (configuration not stated) ?
SMN2 splice enh: -11%; GoLoco inh red: -3%; LMNA splice mod: 6%[46 µM]; RECQ1 inh: -10%; JMJD2E inh: 3%; ALDH1A1 inh: 3.5µM*; TRb-SRC2 inh: 2%; TexasRed fluor: 2%

What do the screens show for `Nc1ccc(N2CCN(c3ccccc3)CC2)c(F)c1`?
SMN2 splice enh: -2%; GoLoco inh red: 10%; LMNA splice mod: inconclusive; RECQ1 inh: inactive; JMJD2E inh: -4%; ALDH1A1 inh: inconclusive; TRb-SRC2 inh: -1%; TexasRed fluor: -1%

How did Cc1cc(Br)ccc1NC(=O)CCN1C(=O)c2ccncc2C1=O do in these assays?
SMN2 splice enh: -7%; GoLoco inh red: -2%; LMNA splice mod: -10%; RECQ1 inh: -3%; JMJD2E inh: 1%; ALDH1A1 inh: 2%; TRb-SRC2 inh: 6%; TexasRed fluor: -2%

What do the screens show for `CCOC(=O)C1=C(c2ccccc2)NC(=S)NC1c1cccc([N+](=O)[O-])c1` (configuration not stated)?
LMNA splice mod: -11%; RECQ1 inh: 4%; JMJD2E inh: 0%; ALDH1A1 inh: 0.89µM*; TRb-SRC2 inh: 7%; TexasRed fluor: 0%

What do the screens show for `O=C(CSc1nc2ccccc2n1CCc1ccccc1)c1ccc(O)c(O)c1`?
GoLoco inh red: 12%; RECQ1 inh: 7.1µM*; JMJD2E inh: 22µM*; ALDH1A1 inh: 14µM*; TRb-SRC2 inh: 6%; TexasRed fluor: inconclusive

Results for N#Cc1c(N2CCOCC2)nc(N)c2c(N)nc3c(c12)CC(CCl)O3 (configuration not stated) ?
GoLoco inh red: 25%; RECQ1 inh: 11%; JMJD2E inh: inconclusive; ALDH1A1 inh: inconclusive; TRb-SRC2 inh: 3%; TexasRed fluor: -2%

What do the screens show for `CCN(CC)S(=O)(=O)c1ccc2c(c1)nc(SC(C)C(N)=O)n2-c1ccc(OC)cc1` (configuration not stated)?
SMN2 splice enh: 11%; GoLoco inh red: 19%; LMNA splice mod: 19%; RECQ1 inh: -11%; JMJD2E inh: -6%; ALDH1A1 inh: 16µM*; TRb-SRC2 inh: -8%; TexasRed fluor: -1%

What do the screens show for `CC(=O)NCCNc1ncnc2ccc(-c3ccccc3C#N)cc12`?
GoLoco inh red: -13%; LMNA splice mod: inconclusive; RECQ1 inh: -1%; ALDH1A1 inh: inconclusive

What do the screens show for `Cc1cc(C)cc(C(=O)NCC(=O)OCC(=O)N2CCN(S(=O)(=O)c3ccc4ccccc4c3)CC2)c1`?
SMN2 splice enh: 2%; GoLoco inh red: -9%; LMNA splice mod: inconclusive; RECQ1 inh: -12%; JMJD2E inh: -11%; ALDH1A1 inh: -3%; TRb-SRC2 inh: -4%; TexasRed fluor: -1%

The closing 3 records of the section above open the next one.
What do the screens show for `CCN(CC)S(=O)(=O)c1ccc2c(c1)nc(SC(C)C(N)=O)n2-c1ccc(OC)cc1` (configuration not stated)?
SMN2 splice enh: 11%; GoLoco inh red: 19%; LMNA splice mod: 19%; RECQ1 inh: -11%; JMJD2E inh: -6%; ALDH1A1 inh: 16µM*; TRb-SRC2 inh: -8%; TexasRed fluor: -1%

What do the screens show for `CC(=O)NCCNc1ncnc2ccc(-c3ccccc3C#N)cc12`?
GoLoco inh red: -13%; LMNA splice mod: inconclusive; RECQ1 inh: -1%; ALDH1A1 inh: inconclusive

What do the screens show for `Cc1cc(C)cc(C(=O)NCC(=O)OCC(=O)N2CCN(S(=O)(=O)c3ccc4ccccc4c3)CC2)c1`?
SMN2 splice enh: 2%; GoLoco inh red: -9%; LMNA splice mod: inconclusive; RECQ1 inh: -12%; JMJD2E inh: -11%; ALDH1A1 inh: -3%; TRb-SRC2 inh: -4%; TexasRed fluor: -1%

What do the screens show for `O=C(NCCC1=CCCCC1)NC1CCCCC1`?
SMN2 splice enh: 7.1µM*; GoLoco inh red: -2%; LMNA splice mod: -12%; RECQ1 inh: -4%; JMJD2E inh: -2%; ALDH1A1 inh: 9%; TRb-SRC2 inh: -4%; TexasRed fluor: 0%

What do the screens show for `Cc1ccc(S(=O)(=O)NC(=O)c2cc(C)n(-c3cc(S(=O)(=O)N4CCOCC4)ccc3N3CCCC3)c2C)cc1`?
SMN2 splice enh: -7%; GoLoco inh red: 17%; LMNA splice mod: 2%; RECQ1 inh: -4%; JMJD2E inh: 1%; ALDH1A1 inh: inconclusive; TRb-SRC2 inh: -5%; TexasRed fluor: 0%

Results for O=C(CCc1ccccc1)Nc1ccc(NC(=O)c2ccco2)nc1 ?
SMN2 splice enh: inconclusive; GoLoco inh red: 2%; LMNA splice mod: 3%; RECQ1 inh: -5%; JMJD2E inh: inconclusive; ALDH1A1 inh: 5%; TRb-SRC2 inh: -5%; TexasRed fluor: -1%

What do the screens show for `O=c1c2ccccc2c(-c2n[nH]c(=S)o2)nn1Cc1ccccc1`?
SMN2 splice enh: -9%; GoLoco inh red: -3%; RECQ1 inh: -9%; JMJD2E inh: -23%; ALDH1A1 inh: 0%; TRb-SRC2 inh: 10%; TexasRed fluor: -1%

Results for CCCCCn1c(SCC(=O)OCC)nc2cc(C(=O)N3CCC(C(N)=O)CC3)ccc2c1=O ?
SMN2 splice enh: -4%; GoLoco inh red: 7%; LMNA splice mod: 15%; RECQ1 inh: -1%; JMJD2E inh: -3%; ALDH1A1 inh: inconclusive; TRb-SRC2 inh: 4%; TexasRed fluor: 0%

What do the screens show for `Cc1nc(C(=O)NCc2ccccc2)sc1C1(C)CC(c2cccc([N+](=O)[O-])c2)=NO1` (configuration not stated)?
GoLoco inh red: -8%; RECQ1 inh: -10%; JMJD2E inh: -18%; TRb-SRC2 inh: -5%; TexasRed fluor: -2%

Results for O=C(Cc1ccccc1)NCCS(=O)c1ccc(Cl)cc1 (configuration not stated) ?
SMN2 splice enh: -12%; GoLoco inh red: 9%; LMNA splice mod: 9%; RECQ1 inh: -9%; JMJD2E inh: -3%; ALDH1A1 inh: 4%; TRb-SRC2 inh: -1%; TexasRed fluor: -1%

What do the screens show for `O=C(/C=C/c1ccccc1)Nn1cnc2ccccc2c1=O`?
SMN2 splice enh: inconclusive; GoLoco inh red: -9%; LMNA splice mod: -12%; RECQ1 inh: -1%; JMJD2E inh: -4%; ALDH1A1 inh: -5%; TRb-SRC2 inh: -1%; TexasRed fluor: 2%
